Screens (PubChem)
T cell HTS – modulators of CD8 T cell-vesicle binding, primary screen, mouse 2C CD8+ T cells, flow cytometry | hit rate 0.068% among 330,000 | 2C CD8+ T cell-vesicle binding; stronger effect = lower value | AID 2052, 2009 | calls only at 7 µM;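 active = response, share of CD8 T cells binding vesicles, and their 90th percentile fluorescence all below set limits, cut at about 80% in these data, passing the limit was not always enough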
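Material: 2C TCR transgenic mouse naive CD8+ T cells, MACS-purified. Also added: QL9-charged Drosophila Ld/ICAM-1/B7-1 vesicles. Timing: binding 1.5 h at 37 °C. Measured by: high-throughput flow cytometry with anti-B7-1 and anti-CD8 staining. Read-out: percent CD8+ FL2 mean versus row control. Controls: Unloaded micro-vesicles (low), QL9 vesicles with 0.7% DMSO (high).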
Autophagy HCS – autophagy modulators in MEF cells, primary screen, imaging, high-content, MEF GFP-LC3; MEF GFP-LC3 puncta imaging; test concentration mostly 10 µM; calls only at 10 µM (by protocol); hit rate 0.98% among 190,000; AID 463193, 2010;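 active = percentage of spot-positive cells more than 3 SD above its plate mean, without a fluorescence outlier flag or 80% toxicity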;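 note: spot-positive cell cutoff set from DMSO-treated cells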
MT stabilize HCS – microtubule stabilizers in HeLa cells, primary screen, imaging, high-content imaging; AID 2205, 2009; HeLa tubulin immunostaining HCS, 24 h; share of cells brighter than vehicle mean+2SD; hit rate 0.83% among 200,000; % tubulin-high responders, % at 10 µM;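 active = plate Z-score above 3 for both tubulin-high and condensed-nucleus cell shares, with cell loss under 80%, at 10 µM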;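 note: anti alpha tubulin signal scored within the nucleus-defined area of each cell; some results filed as inactive read as strong as hits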
WT yeast gro inh – growth inhibition of WT strain, primary screen, mitochondrial fusion inhibitor project, WT and mutant strains, chemical genetic; mitochondrial fusion phenotypic screen; inhibition, % at 10 µM; hit rate 2.1% among 190,000; AID 1362, 2008; in the data active = inhibition above about 58%; tested in S. cerevisiae
b-catenin transl – modulators of beta-catenin nuclear translocation, primary screen, imaging, HeLa cells, immunofluorescence, high-content | nuclear translocation activity, % at 5 µM | hit rate 0.3% among 190,000;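 active = nuclear translocation activity above 50% at 5 µM, with a well cell count of 50 or more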;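 note: per-cell ratio of nuclear to cytoplasmic median beta-catenin stain intensity; plate controls were DMSO negative control for no effect and GSK-3 inhibitor IX positive control for full effect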
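assay system = human HeLa cells, endogenous beta-catenin | times = compound treatment 24 h, 37°C, 5% CO2 | detection = Anti-beta-catenin immunofluorescence on PFA-fixed, Triton-permeabilized cells, DAPI nuclei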
Myeloid diff 2 – induction of myeloid progenitor differentiation, primary screen, cell-based, flow cytometry, MLPCN library | ER-HoxA9 myeloid progenitors, lysozyme-GFP differentiation | calls only at 10 µM | hit rate 1% among 360,000;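 active = normalized GFP-positive differentiation at or above the plate's own cutoff, the solvent-only control mean plus 3 SD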;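 note: cells exposed to compound for four days before flow analysis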
Insulin prom up – insulin promoter activators in MIN6 cells, imaging, high-content screening, mouse beta cells; hit rate 0.3% among 190,000; AID 1625, 2009; MIN6 insulin promoter-GFP reporter; stronger effect = higher value; z-score at 5 µM;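 active = z-score above 3 at 5 µM with at least 500 cells counted in the well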
West Nile virus CPE – West Nile virus antiviral activity, cell-based, CPE readout (AID 1621). West Nile virus-infected cells, CPE inhibition; higher % means a stronger effect. CPE inhibition, % at 10 µM, or IC50 in µM where a hit was titrated. hit rate 0.02% among 290,000; in the data active = a potency from the dose series; note: strong numbers were not always called active
Hep lipid drop – inhibitors of hepatocyte lipid droplet formation, primary screen, imaging, high-throughput imaging, BODIPY stain. AML12 mouse hepatocytes, oleate lipid droplets. inhibition, % at 6.5 µM. hit rate 0.4% among 240,000;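 active = lipid droplet intensity inhibited by at least 50%, with more than 500 cells counted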
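Test system: AML12 hepatocytes (mouse); reagent: oleate loading, 100 µM; dosing: one dose, 6.5 µM compound; incubation: overnight exposure; signal: fluorescence imaging, 20x objective, two fields per well; read-out basis: % inhibition of corrected integrated BODIPY droplet signal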
WT yeast gro inh mutant strain – second read-out of WT yeast gro inh, no call of its own (marks repeat the call); inhibition, %; mitochondrial fusion phenotypic screen, mutant strain inhibition
Insulin prom up cell count – further read-out of Insulin prom up, marked with its call; cell count; measured here: cytotoxicity, nuclei count;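 total cells summed across four imaged fields per well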
Hep lipid drop cells 6.5 µM – further read-out of Hep lipid drop, marked with its call; cell count; measured here: cell count, cytotoxicity flag;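 cells counted across two imaged fields per well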
b-catenin transl cell count 5 µM – second read-out of b-catenin transl, no call of its own (marks repeat the call); cell count; measured here: cell count, cytotoxicity flag
T cell HTS vesicle-bound % – recorded beside T cell HTS, whose call it bears; double positive events, %; measured here: CD8+ vesicle-bound cell fraction;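 binding gate set so that unloaded-vesicle control wells show 10% double positive cells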
MT stabilize HCS Hoechst-high % – second read-out of MT stabilize HCS, no call of its own (marks repeat the call); % Hoechst-high responders; measured here: nuclear condensation Hoechst responders;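 share of cells brighter than vehicle mean plus two SD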
MT stabilize HCS cytotoxicity % – second read-out of MT stabilize HCS, no call of its own (marks repeat the call); toxicity, %; measured here: cytotoxicity by cell density;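 0% = mean cell density of plate MIN control wells and 100% = no cells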
Autophagy HCS cell loss 18 h – second read-out of Autophagy HCS, no call of its own (marks repeat the call); toxicity, %; measured here: cell loss, nuclei count;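 cell loss after 18 h compound exposure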
Myeloid diff 2 GFP+ MAC1+ % – second read-out of Myeloid diff 2, no call of its own (marks repeat the call); GFP+ MAC1+ double positive, %; measured here: differentiation confirmed by MAC1 staining
* marks the source's active call; other numbers are inactive results; i = inactive; nt = not tested or not shown.

Compound	T cell HTS	T cell HTS vesicle-bound %	Autophagy HCS	Autophagy HCS cell loss 18 h	MT stabilize HCS	MT stabilize HCS Hoechst-high %	MT stabilize HCS cytotoxicity %	WT yeast gro inh	WT yeast gro inh mutant strain	b-catenin transl	b-catenin transl cell count 5 µM	Myeloid diff 2	Myeloid diff 2 GFP+ MAC1+ %	Insulin prom up	Insulin prom up cell count	West Nile virus CPE	Hep lipid drop	Hep lipid drop cells 6.5 µM
Cc1ccc(SC(=O)COc2ccccc2C)cc1	i	25.3	i	-1.1	2.1	1.6	11.8	25.6	25.5	nt	nt	i	0.9	-0.79	1020	0.2%	12.2	715
CC(C)CC(=O)CC1(O)C(=O)Nc2ccccc21 (stereo not drawn)	i	58.8	i	1.1	1.8	2.4	9.5	-10.0	3.4	-0.6	1026	i	0.8	nt	nt	-0.8%	15.5	675
CN(C)c1ccc(/C=C(/NC(=O)c2ccccc2)C(=O)N/N=C/c2ccc([N+](=O)[O-])c(O)c2)cc1	i	23.5	i	10.4	2.1	1.2	9.0	-3.1	15.4	1.2	1049	i	0.3	1.36	1682	-0.3%	0.2	659
C=CCNc1nc(C)c(C(C)=O)cc1C#N	i	38.0	i	-2.3	1.2	2.1	8.0	-25.2	-13.6	2.5	1005	i	0.7	0.26	753	0.1%	1.3	817
Cc1ccc(-n2c(Cc3cccn3C)nnc2SCC(=O)Nc2nnc(C)s2)cc1	i	33.5	i	-12.2	6.8	3.0	9.0	-17.5	-69.0	-1.8	1438	i	5.3	-0.19	1526	0.2%	nt	nt
CC(=O)c1cccc(NC(=O)c2sc(Cl)nc2C)c1	i	13.4	nt	nt	nt	nt	nt	nt	nt	nt	nt	i	1.1	nt	nt	-1.0%	-2.9	780
O=C(NCCCN1CCCC1=O)c1cn(-c2ccccc2)nc1-c1ccccc1	i	36.6	nt	nt	nt	nt	nt	nt	nt	nt	nt	i	0.5	nt	nt	-0.7%	2.4	820
COc1cccc(CN2C(=NC(=O)CCC3CCCC3)SC3CS(=O)(=O)CC32)c1 (stereo not drawn)	i	2.2	nt	nt	nt	nt	nt	nt	nt	nt	nt	i	1.4	nt	nt	1.1%	0.6	711
O=C1CSC(c2ccc([N+](=O)[O-])cc2)N1Cc1ccccc1 (stereo not drawn)	i	59.9	nt	nt	nt	nt	nt	nt	nt	nt	nt	i	0.4	nt	nt	-0.7%	-6.0	821
O=c1cc(-c2ccccc2Cl)oc2c(NS(=O)(=O)c3ccccc3OC(F)(F)F)ccc(O)c12	i	14.7	nt	nt	nt	nt	nt	nt	nt	2.0	1144	nt	nt	0.85	690	-0.2%	-50.7	701
COc1ccc(OC)c(C2=NO[C@@H]3C(=O)N(c4cc(Cl)ccc4OC)C(=O)[C@H]23)c1	i	6.1	i	0.9	3.3	1.8	10.1	10.9	-16.7	-4.1	1103	i	0.5	1.06	1254	0.1%	-3.6	630
Cc1ccc2oc(=O)c3cc(C(=O)NCCCN4CCN(C)CC4)sc3c2c1	i	16.6	nt	nt	nt	nt	nt	nt	nt	nt	nt	i	0.7	nt	nt	0.6%	-15.7	691
COC(=O)c1cc2occc2n1Cc1nc(-c2ccccc2C)oc1C	i	33.1	i	4.5	2.3	2.9	8.3	10.7	-20.1	3.8	545	i	3.3	-0.07	1285	nt	-17.5	656
CCOC(=O)CNC(=O)CSc1nnc(NC(=O)c2ccccc2Cl)s1	i	41.0	i	16.2	3.5	2.7	4.6	8.5	15.9	-2.1	866	i	1.1	-0.09	1580	0.2%	1.7	759
CC1CCC(C(=O)NC(C(=O)N2CCC(N3CCCCC3)CC2)C(C)C)CC1 (stereo not drawn)	i	26.3	i	11.8	3.4	1.4	7.9	-8.1	3.1	-1.7	1363	i	1.2	-0.22	1622	-0.8%	nt	nt
c1ccc2c(c1)CCCC2NC1=NCCC1 (stereo not drawn)	i	3.2	i	29.3	2.8	1.5	3.3	12.3	19.6	-2.0	881	i	1.1	0.88	680	0.0%	nt	nt
Cc1ccnc(NS(=O)(=O)c2ccc(NC(=O)c3ccccc3F)cc2)n1	i	22.4	nt	nt	nt	nt	nt	nt	nt	nt	nt	i	0.7	nt	nt	-0.6%	4.2	739
O=C(CC1SCCNC1=O)Nc1ccc(Cl)c(Cl)c1 (stereo not drawn)	i	32.4	i	3.4	4.0	1.7	10.5	-1.2	2.8	0.6	1629	i	0.2	0.21	1518	-0.8%	-0.1	672
CCOC(=O)C(C)n1nc(-c2ccccc2)c2ccccc2c1=O (stereo not drawn)	i	53.5	i	-8.5	0.1	3.4	9.2	6.2	-4.4	-1.3	1031	i	0.1	0.88	1075	-1.3%	0.3	713
O=C1/C(=C\c2cccs2)SC(=S)N1C1CCS(=O)(=O)C1 (stereo not drawn)	i	54.0	i	-4.6	2.0	2.3	1.3	22.9	4.4	0.1	1580	i	0.0	nt	nt	-1.0%	7.2	680
O=C(NCc1csc(-c2ccccc2)n1)c1cc(F)cc2c1OCOC2	i	29.7	nt	nt	nt	nt	nt	nt	nt	-1.4	1208	i	0.7	0.11	1447	-0.3%	-0.5	740
CSc1nc2ccc(NC(=O)C3CC(=O)N(Cc4ccco4)C3)cc2s1 (stereo not drawn)	i	37.7	i	16.1	2.9	1.6	1.8	-5.4	-4.9	nt	nt	i	0.0	nt	nt	-0.5%	nt	nt
CCCCSCCCNC(=O)c1ccc(CS(=O)(=O)c2ccccc2OC)o1	i	47.8	nt	nt	nt	nt	nt	nt	nt	nt	nt	i	0.3	nt	nt	1.7%	-0.2	426
Cc1ccc(OCC(=O)N2CCOCC2)cc1C	i	47.4	i	-11.4	3.6	2.1	4.0	-23.0	-2.2	1.5	956	i	0.4	0.04	1417	0.7%	7.4	613
O=C(OCCCN=C1NS(=O)(=O)c2ccccc21)c1ccc(F)cc1	i	17.7	i	-18.8	2.1	1.8	6.2	5.1	13.9	-2.1	1176	i	7.3	-0.09	863	0.4%	-11.1	752
CCOC(=O)C1=C(C)N=C2SCCC(=O)N2C1c1cc(Br)ccc1OC (stereo not drawn)	i	11.6	i	-6.3	3.8	2.4	6.4	nt	nt	nt	nt	i	1.0	nt	nt	0.1%	nt	nt
COc1ccc(C(=O)NCC(=O)NCC2(N(C)C)CCCCC2)cc1OC	i	42.6	i	-7.7	2.5	1.5	3.4	13.2	15.0	nt	nt	i	0.3	nt	nt	0.4%	9.6	776
Cc1cccc(C(=O)Nc2nnc(SCC(=O)NC3CC3)s2)c1	i	8.7	nt	nt	nt	nt	nt	nt	nt	nt	nt	i	1.8	nt	nt	0.1%	-13.4	692
O=C(CN1C(=O)CSc2ccccc21)Nc1ccccc1C(=O)N1CCOCC1	i	44.9	i	3.0	2.6	1.4	4.6	-10.9	-38.7	-3.3	946	i	0.5	0.58	1120	0.0%	nt	nt
Fc1ccc(Cn2nnnc2CN2CCN(C3CCCCC3)CC2)cc1	i	7.5	i	0.7	1.1	0.9	6.3	-5.5	-6.3	0.0	1115	i	6.2	-1.44	1058	0.1%	nt	nt
COc1ccc(-c2nc(CSCC(=O)NC3CC3)c(C)o2)cc1OC	i	13.0	nt	nt	nt	nt	nt	nt	nt	nt	nt	i	3.4	nt	nt	0.5%	4.4	759
O=C1CCc2cc(S(=O)(=O)N3CCC(C(=O)NC4CCCC4)CC3)ccc2N1	i	33.9	i	3.4	8.1	4.2	4.1	6.6	3.5	nt	nt	i	1.5	0.2	848	-0.5%	nt	nt
NC1=NC(=O)/C(=C/c2cn(CCC(=O)O)nc2-c2ccc(F)cc2)S1	i	44.7	i	14.1	5.6	2.4	7.0	-17.6	-11.1	-2.8	1114	i	0.4	0.22	1564	-0.1%	-1.5	668
S=C(Nc1ccccc1)Nc1nc2ccccc2n1CCOc1ccc(Br)cc1	i	32.0	i	8.0	10.0	22.6	69.4	0.5	8.7	-2.1	1041	i	0.9	-2.12	971	-1.7%	-10.5	598
Cc1cc(NC(=O)c2cc(-c3ccco3)on2)n(-c2ccccc2)n1	i	23.1	i	-10.3	2.6	1.6	7.3	0.4	-8.7	-1.1	1137	i	0.7	nt	nt	0.6%	-4.0	727
CCC(=O)Nc1c(C)n[nH]c1C	i	40.4	i	-8.2	4.2	3.9	5.8	-0.3	-17.5	-2.4	535	i	0.5	0.06	1268	0.2%	15.7	653
Cc1ccc(OCc2nnc(NC(=O)Cc3cccs3)s2)cc1	nt	nt	i	-2.9	2.0	2.7	7.9	-1.1	11.2	-0.3	1070	nt	nt	0.05	1768	-0.2%	-20.8	640
COc1ccc(Cc2nnc(-c3ccc(F)cc3)o2)cc1OC	i	43.5	nt	nt	1.7	3.1	6.9	-3.9	-10.2	-1.2	1076	i	4.0	0.79	1827	-0.3%	-5.3	567
CC(C)NCC(O)COc1c(F)cc(Br)cc1F (stereo not drawn)	i	50.9	i	-15.3	5.9	3.6	6.5	8.9	10.5	1.2	744	i	0.3	-0.74	1306	-0.1%	nt	nt
